# Compound activity (PubChem BioAssay)
# FID counter – counter-screen for HCV NS3 helicase inhibitors: DNA intercalator displacement | DNA fluorescent intercalator displacement, fluorescence | inhibition, % at 7.9 µM | actives 0.17% (n = 290,000) | AID 1845; in the data active = inhibition above about 37%;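 also: 0% = vehicle and 100% = reference compound; higher means more ethidium bromide displaced from hairpin DNA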
# UBC9 SUMO inh – blocks human SUMOylation mediated by UBC9. P63279. actives 0.36% (n = 290,000). AID 2006. HTRF SUMOylation assay, SAE1/SAE2 + UBC9, in vitro. inhibition, % at 35 µM; in the data active = inhibition above about 50%, passing the limit was not always enough; also: strong numbers were not always called active
# Target sequence (P63279 whole entry, looked up): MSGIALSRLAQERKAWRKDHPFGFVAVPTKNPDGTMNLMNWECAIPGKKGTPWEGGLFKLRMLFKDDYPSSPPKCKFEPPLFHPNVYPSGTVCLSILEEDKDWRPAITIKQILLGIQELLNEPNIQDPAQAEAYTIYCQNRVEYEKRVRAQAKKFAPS
# MEKK2mut PB1 HTS – signal of MEK5 binding to mutant human MEKK2 PB1 domain | bead flow cytometry, Alexa488-MEK5 binding to MEKK2 mutant | percent response, % at 10 µM | actives 0.35% (n = 290,000); in the data active = percent response above about 24%, passing the limit was not always enough; also: inactives centre near 1; some results filed as inactive read as strong as hits
# VIM-2 inh – inhibitors of Pseudomonas aeruginosa VIM-2 metallo-beta-lactamase; purified VIM-2, nitrocefin hydrolysis, epi-absorbance fluorescence; actives 0.89% (n = 290,000); inhibition, % at 5.6 µM;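 active = inhibition above the mean of all tested compounds plus 3 SD, cutoff set per screening run, cut at about 7.5% in these data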;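 also: red hydrolysis product quenches plate fluorescence so inhibitors raise well fluorescence; 0% = enzyme with DMSO and 100% = DMSO without enzyme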
# MEKK2 WT-MEK5 – raises or lowers MEK5 binding to wildtype human MEKK2 PB1 domain; actives 1.1% (n = 290,000); bead flow cytometry, Alexa488-MEK5 binding to MEKK2 WT; actives lie on both sides; Q9Y2U5; binding response (% of control), % at 10 µM; in the data active = binding response below about 67% or above about 130%
# M18AAP inhibitor – PfM18AAP enzyme inhibition; actives 1.2% (n = 290,000); inhibition, % at 7.35 µM; recombinant PfM18AAP, H-Glu-NHMec fluorogenic cleavage;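 active = inhibition above the campaign mean inhibition over all tested compounds plus 3 SD, cut at about 28% in these data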;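 also: 0% = plate median of test compound wells and 100% = 2 mM ZnCl2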
# HCV NS3 hel inh – inhibitors of Hepatitis C virus NS3 helicase. NS3 helicase DNA unwinding, Cy5 molecular beacon fluorescence. inhibition, % at 10.9 µM. actives 0.56% (n = 290,000). AID 1800;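 active = inhibition above the mean of all tested compounds plus 3 SD, set per campaign, cut at about 35% in these data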;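 also: 0% = DMSO wells and 100% = thioflavine S control wells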
#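 System: HCV NS3 helicase fragment; control set: DMSO and thioflavine S; technique: Cy5 fluorescence at 0 and 60 min, beacon hairpin quenching; reagent: beacon DNA duplex substrate plus ATP; replicates: singlicate; schedule: 1 h reaction at 25 °C, ATP-initiated; medium: MOPS buffer pH 6.5 with MgCl2, DTT, Tween20, BSA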
# IMP-1 inh – inhibitors of Pseudomonas aeruginosa IMP-1 metallo-beta-lactamase; purified IMP-1, nitrocefin hydrolysis, epi-absorbance fluorescence; inhibition, % at 5.6 µM; actives 0.45% (n = 290,000); AID 1556;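 active = inhibition above the mean plus 3 SD of all compounds in the same screening run, cut at about 4.5% in these data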;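 also: 0% = IMP-1 with DMSO and 100% = DMSO wells lacking enzyme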
#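 System: Purified IMP-1 | Read-out basis: Percent enzyme inhibition | Controls: IMP-1 with DMSO as 0%, enzyme-free DMSO as 100% | Replicates: One well per compound | Doses: 5.6 µM nominal single concentration | Detection: Epi-absorbance fluorescence, 480 nm excitation, 530 nm emission | Incubation: 25 °C, 15 min preincubation, 25 min reaction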
# NALP1 inh – NALP1 inhibition. S. cerevisiae NALP1/ASC/caspase-1 growth, X-gal OD620, 72 h. inhibition, % at 10 µM. actives 0.61% (n = 280,000). AID 2071; in the data active = inhibition mostly above about 24%, no sharp cut-off; inactive = mostly below about 32%; also: some compounds called inactive have numbers as strong as hits
# Active calls of the source: *; . = not tested or not shown. Not a hit list; about 4.7% have a hit in one of these screens.
SMILES,FID counter,UBC9 SUMO inh,MEKK2mut PB1 HTS,VIM-2 inh,MEKK2 WT-MEK5,M18AAP inhibitor,HCV NS3 hel inh,IMP-1 inh,NALP1 inh
Cc1ccc(NC(=O)c2oc3ccccc3c2NC(=O)c2ccc3c(c2)OCO3)cc1,4,-10,-8,-1.0,90,-10,2,-3.4,31*
O=C(CCNS(=O)(=O)c1cccs1)Nc1nccs1,0,21,-1,-2.1,94,-2,1,-2.9,37
COc1cccc(C2CC(=O)Nc3cc4c(cc32)OCCO4)c1OC(C)C (stereo not drawn),-26,12,-2,0.9,105,-12,-4,-2.7,.
COc1ccc(NC(=O)C2=CC(c3cccs3)=NS(=O)(=O)N2C)cc1,-1,-10,-4,-1.9,100,-1,-3,-2.2,-5
O=C(CSCCc1ccccn1)Nc1ccc(Br)cn1,-4,-5,6,-1.5,106,-7,2,-0.8,-6
COCCCNC(=S)N(CCCO)Cc1cc2cc3c(cc2[nH]c1=O)OCO3,-9,24,4,-2.5,108,8,2,-3.4,15
CC(=O)Nc1cccc(N/C=C(\C=O)c2nc3ccccc3o2)c1,-12,18,-4,1.1,93,2,-3,-0.7,28
O=C(CSc1nnc(CCc2ccccc2)n1-c1ccc(Cl)cc1)NCc1ccccc1,-34,1,.,-2.1,.,-7,-6,2.3,-11
CC(C)Cc1nnc(NC(=O)CCC(=O)Nc2ccccc2)s1,-21,8,4,-2.2,107,5,-8,0.5,8
CC1(C)CC(=O)C=C(NCCc2c[nH]c3ccccc23)C1,-9,11,6,-3.5,103,3,0,-0.6,0
Cc1nc2nc(C)c(CCC(=O)O)c(C)n2n1,3,-5,4,-4.0,104,-7,1,-3.4,4
O=C(NC(=S)NNC(=O)c1ccccc1O)c1ccc([N+](=O)[O-])cc1,-2,-12,8,-1.4,107,30*,36*,-3.7,14
O=C(CCC1CCCN(Cc2ccc(O)c(Cl)c2)C1)NCc1ccccc1F (stereo not drawn),5,-4,0,-2.3,106,-9,-3,-2.6,3
COc1ccc(C(=O)Nc2ccc(N3CCOCC3)cc2)cc1OC,-13,-3,5,-3.2,102,-14,13,-3.5,21
COC(=O)C1=CN(CCCN2CCCC2=O)C=C(C(=O)OC)C1c1ccccc1C(F)(F)F,-28,4,3,-1.9,103,-1,-6,-4.4,-9
O=C(NC(Cc1ccc2c(c1)OCO2)C(=O)N1CCCC1C(=O)O)c1ccccc1 (stereo not drawn),-4,16,-2,-2.1,97,8,6,-5.8,-10
Cc1ccc2c(CNCc3ccccc3)cc(=O)oc2c1,-22,14,-4,-0.3,95,-9,-11,-0.8,15
CCOC(=O)CNC(=O)Cn1cnc2sc(C)c(S(=O)(=O)N3CCOCC3)c2c1=O,-4,8,-4,0.0,95,-8,6,-3.5,-5
Cc1c(Cc2ccccc2)c(=O)oc2c(C)c(OCC(=O)N[C@@H](Cc3ccccc3)C(=O)O)ccc12,7,45,3,-1.1,104,-2,-32,-3.7,-17
Cc1csc(NC(=O)c2ccc(=O)[nH]c2)n1,-4,29,4,-0.1,107,1,0,-1.5,11
O=C(Nc1cc(Cl)ccc1Oc1ccccc1)c1cnccn1,0,18,9,-2.3,106,-6,1,-3.1,-11
CSc1nc(C)cc(NC(N)=O)n1,-2,2,8,-1.6,109,-3,-2,-2.1,-22
CC(C(=O)O)N1C(=O)c2cccc3cccc1c23 (stereo not drawn),0,30,23,-4.4,120,-4,-9,-1.9,24
O=C(CCNS(=O)(=O)c1ccc(Br)cc1)NCCc1ccccc1,-37,0,-6,0.0,102,-6,1,-0.7,18
CC(=O)c1cccc(NC(=O)COC(=O)CCc2ccc(S(=O)(=O)N3CCOCC3)cc2)c1,-18,10,-7,0.2,97,-6,-7,-0.5,-9

# Entries of single compounds, quoted from the list. Order of values: FID counter, UBC9 SUMO inh, MEKK2mut PB1 HTS, VIM-2 inh, MEKK2 WT-MEK5, M18AAP inhibitor, HCV NS3 hel inh, IMP-1 inh, NALP1 inh
# Profile of `O=C(CSCCc1ccccn1)Nc1ccc(Br)cn1` → -4, -5, 6, -1.5, 106, -7, 2, -0.8, -6
# Profile of `O=C(CSc1nnc(CCc2ccccc2)n1-c1ccc(Cl)cc1)NCc1ccccc1` → -34, 1, ., -2.1, ., -7, -6, 2.3, -11
# Profile of `CC1(C)CC(=O)C=C(NCCc2c[nH]c3ccccc23)C1` → -9, 11, 6, -3.5, 103, 3, 0, -0.6, 0

# (list continues)
SMILES,FID counter,UBC9 SUMO inh,MEKK2mut PB1 HTS,VIM-2 inh,MEKK2 WT-MEK5,M18AAP inhibitor,HCV NS3 hel inh,IMP-1 inh,NALP1 inh
Cc1ccnc(N2C(=O)c3ccccc3C2Nc2ccc3c(c2)OCCO3)c1 (stereo not drawn),-10,8,2,-2.4,95,-1,-10,-1.3,-13
O=C(C1CCCN(Cc2ccccc2F)C1)N1CCCC1 (stereo not drawn),-1,13,3,-2.5,107,8,20,-2.0,4
CCOc1cccc(C(=O)Nc2cccc(NC(=O)c3ccco3)c2)c1,-17,-4,-12,-1.3,80,-10,-7,-0.6,8
COc1ccc(Cc2nc3ccccc3n2CC(=O)N/N=C/c2ccc(O)cc2)cc1OC,-20,2,7,-3.9,97,-6,2,-1.6,31
CCc1ccccc1NC(=O)Nc1cccs1,2,-2,10,-2.0,108,7,-1,-1.4,8
COc1ccc(CCNC(=O)COc2ccc(-c3ccc(C)cc3)cc2)cc1OC,-18,24,2,-0.5,100,-19,-14,-1.6,15
CCOC(=O)c1c(C)[nH]c(O)c1C=Nc1ccccc1,-6,12,2,-1.1,103,11,1,-2.0,5
Cc1cc(C(=O)c2ccccc2)nc2ccccc12,-7,13,1,0.8,98,-12,-1,-2.2,18
Cc1ccnc(Nc2nc(-c3ccccc3)cs2)c1,-8,-10,16,-2.8,111,-2,-11,-5.3,9
Cc1cccc(C)c1OCCCCN1CCCCC1,3,15,6,-1.9,109,-9,-5,-1.1,13
Cc1ccc(/C=N/NC(=O)Cc2cccs2)o1,-5,7,0,-3.2,102,-1,-7,-2.1,24
Cc1cc(=O)oc2cc(OC(C)C(=O)N3CCCc4ccccc43)ccc12 (stereo not drawn),-30,-6,4,-1.8,101,-1,0,-3.6,6
CCSc1nnc(NC(=O)CSc2nc(C)cc(C)n2)s1,-7,3,-4,-1.4,93,3,-2,-0.4,-4
O=C(CCC1CCCC1)Nc1ccccc1-c1ccccc1,-22,-16,0,-2.8,102,4,1,-1.1,30
CC(C(=O)NC(=O)NC1CCCCC1)N1CCN(c2ccccn2)CC1 (stereo not drawn),-24,6,-1,-0.5,101,-14,-14,-2.4,14
Cc1ccc2nc(-c3ccccn3)cc(C(=O)N3CCN(c4ncccn4)CC3)c2c1,-4,8,14,-2.2,117,-1,-2,-2.1,4
c1ccc(Cc2noc(CN3CCCN(C4Cc5ccccc5C4)CC3)n2)cc1,0,4,-5,2.8,98,-16,1,-2.0,9
CCOC(=O)c1cc2oc(C)cc2n1CC(=O)OC1CCCCC1,-21,7,3,0.3,105,-6,-4,-4.1,9
O=C(COC(=O)/C=C/C(=O)N1CCN(c2ccccc2)CC1)NCc1ccc(F)cc1,-17,7,-16,1.8,66,-14,-3,-0.4,-9

# Structures listed so far shown as hits in HCV NS3 hel inh:
SMILES | UBC9 SUMO inh | MEKK2mut PB1 HTS | VIM-2 inh | MEKK2 WT-MEK5 | M18AAP inhibitor | HCV NS3 hel inh | IMP-1 inh | NALP1 inh
O=C(NC(=S)NNC(=O)c1ccccc1O)c1ccc([N+](=O)[O-])cc1 | -12 | 8 | -1.4 | 107 | 30* | 36* | -3.7 | 14

# Some of the entries so far, with values under each structure.
# Results follow in this order: FID counter	UBC9 SUMO inh	MEKK2mut PB1 HTS	VIM-2 inh	MEKK2 WT-MEK5	M18AAP inhibitor	HCV NS3 hel inh	IMP-1 inh	NALP1 inh
Cc1ccnc(N2C(=O)c3ccccc3C2Nc2ccc3c(c2)OCCO3)c1 (stereo not drawn)
  -10	8	2	-2.4	95	-1	-10	-1.3	-13
O=C(C1CCCN(Cc2ccccc2F)C1)N1CCCC1 (stereo not drawn)
  -1	13	3	-2.5	107	8	20	-2.0	4
CCOc1cccc(C(=O)Nc2cccc(NC(=O)c3ccco3)c2)c1
  -17	-4	-12	-1.3	80	-10	-7	-0.6	8
